# Screening results (PubChem)
# FUS suppressor: suppressors of FUS proteinopathy in yeast; Potency, µM (series often up to 76.6 µM), for inactives: at the highest dose growth rescue (activation), hits mostly activators; AID 1347120; S. cerevisiae FUS-expressing, growth rescue, OD600, 24 h; 390,000 tested, 0.24% active; active = well fitted activation curve with a large enough effect; inconclusive = small, poorly fitted or top-dose-only effect; inactive = no such curve, though single readings can be large or run the other way;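 also: plate controls were DMSO vehicle for no effect and reference control for full effect; nearly all actives have a fitted effect of over 55% in size; some results filed as inactive show a strong effect at the top dose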
#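 Yeast FUS proteinopathy model; galactose-induced FUS (2%), starting OD 0.005. Cpds in dilution series, 24hr, 30C, 99% humidity. Abs 600 nm growth. Pos ctrl CP55940 (top 92uM final); neg ctrl DMSO.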
# Active calls of the source: *; ? = inconclusive. Potency is read from the fitted curve at half-maximal effect.
smiles | FUS suppressor
C[C@H]1C2CC(OC(=O)Nc3cccc(F)c3)C(C2)[C@H]2CCCCN21 (stereo partly drawn) | -10%
CCOC(=O)C1=C(C)NC2=C(C(=O)CC(C)(C)C2)C1c1ccc2c(c1)OCO2 (stereo not drawn) | 3%
Cn1c(=O)oc2cc(S(=O)(=O)N3CCN(c4cccc(C(F)(F)F)c4)CC3)ccc21 | 7%
C[C@H]1[C@@H](OC(=O)Nc2cc(Cl)ccc2Cl)CC[C@@]23CCCN2C(=O)CCC[C@@H]13 | 32%
O=C(NCCc1ccc(F)cc1)c1cc2ccccn2n1 | -6%
CC(C)CC(=O)N1CCc2cc(S(=O)(=O)N(C)Cc3ccco3)ccc21 | -3%
COC(=O)[C@]12C[C@H](CC(=O)NCC3CCCCC3)C(=O)N(Cc3ccc4c(c3)OCO4)C1=C[C@H](C(C)C)O[C@@H]2C1CC1 | 14µM*
Oc1ccc2ccccc2c1C=Nn1c(-c2n[nH]c3c2CCC3)n[nH]c1=S | 13%
CC(=O)C1(C(=O)Nc2nccs2)CC(c2ccccc2C(F)(F)F)=NO1 (stereo not drawn) | -9%
Cc1ccc(CNC2CCC23CCC(c2ccccc2)CC3)o1 (stereo not drawn) | -10%
Cc1cc(C)cc(N(CC(=O)NC2CCC(C)CC2)S(=O)(=O)c2ccccc2)c1 (stereo not drawn) | -8%
Cc1ccc(-c2nc(C3CCCN(S(=O)(=O)c4ccc(Cl)s4)C3)no2)cc1 (stereo not drawn) | 28%
Cc1c[nH]c2cccc(-c3ccccc3)c12 | -12%
C=CCn1c(COc2ccc(C)cc2)nnc1SCC(=O)c1ccc(-c2ccccc2)cc1 | 17%
COc1ccc(S[C@]2(C(=O)N3CCOCC3)CC(=O)N(c3ccc(OC)cc3)[C@@H]2c2ccc(OC)cc2)cc1 | ?
CCCCCCCCN1C(=O)N2Cc3ccccc3C2CS1(=O)=O (stereo not drawn) | -5%
CCCCNC(=O)C[C@H]1C[C@@]2(C(=O)OC)C(=C[C@H](C(C)(C)C)O[C@@H]2C)N(Cc2cccc3ccccc23)C1=O | ?
O=S1(=O)c2ccc(N3CCC[C@H]3CO)cc2O[C@H]2CCN1C2 | -7%
Cc1cccc(-c2cccc3c4c([nH]c23)[C@@H]2C[C@H](N(C)C(=O)c3ccco3)[C@H]([C@H](C)O)C(=O)N2CC4)c1 | ?
COC(=O)c1ccc(S(=O)(=O)N2CCC(NC(=O)Cc3ccccc3)CC2)cc1 | -2%
COC(=O)[C@]12C[C@H](CC(=O)NCc3ccccc3)C(=O)N(Cc3cccc4ccccc34)C1=C[C@H](C1CCCC1)O[C@@H]2C | ?
CC1CCN(c2ccc(C(=O)O)cc2NS(=O)(=O)c2ccc(C(C)(C)C)cc2)CC1 | -1%
COC(=O)[C@]12C[C@H](CC(=O)NCCCCc3ccccc3)C(=O)N(Cc3ccc4c(c3)OCO4)C1=C[C@H](C(C)C)O[C@@H]2C1CC1 | 8.9µM*
CCN1CCCCC(NC(=O)c2ccc(F)cc2)C1=O (stereo not drawn) | -20%

# Quoted at random: 2 compounds from above, in no set order.
smiles | FUS suppressor
CCCCCCCCN1C(=O)N2Cc3ccccc3C2CS1(=O)=O (stereo not drawn) | -5%
O=C(NCCc1ccc(F)cc1)c1cc2ccccn2n1 | -6%

# (next part)
smiles | FUS suppressor
CCOc1ccc(-n2c(SCC(=O)Nc3cc4oc5ccccc5c4cc3OC)nnc2-c2cccc(Cl)c2)cc1 | 15%
CCCC1CCC2(CC1)CCC2OC(=S)NCc1cccc(OC)c1 (stereo not drawn) | 0%
O=C(C1CCCN(S(=O)(=O)c2ccccc2[N+](=O)[O-])C1)N1CCN(Cc2ccccc2)CC1 (stereo not drawn) | 34%
C=CCN1C(=O)[C@H](CC(=O)NCC23CC4CC(CC(C4)C2)C3)[C@@]2(C(=O)OCC)CCCC=C12 | ?
Cc1cc(C(=O)O[C@H]2CCC[C@@]3(C(=O)N(Cc4ccccc4)c4ccccc43)[C@H]2NC(=O)CCc2ccccc2)no1 | ?
C[C@H]1C2CC(OC(=O)NCc3ccc(Cl)cc3)C(C2)[C@H]2CCCCN21 (stereo partly drawn) | -7%
COC(=O)C[C@H]1CC[C@H]2[C@H](COc3ccc(NC(=O)C4CCOCC4)cc3C(=O)N2C)O1 | -10%
CCOC(=O)CC[C@@H]1CC[C@]2(CCCN(Cc3ccc(Cl)cc3)C2)O1 | 9%
COCC(=O)N1CC[C@H]2[C@@H]1c1cc(-c3cccc(OC)c3)ccc1N(C)[C@H]2CO | 12%
COCC(=O)Nc1ccc2c(c1)C(=O)N(C)[C@@H]1CC[C@@H](CC(=O)OC)O[C@H]1CO2 | -19%
O=C1CCC[C@H]2C[C@H](NCc3ccc(F)cc3)CC[C@]23CCCN13 | -8%
CC(C)CNC(=O)OCc1cn(Cc2ccc(Cl)cc2)nn1 | 13%
COC(=O)[C@@H]1N=C(c2ccc(OC)cc2)O[C@]12C(=O)N(Cc1cn(-c3ccccc3)nn1)c1cccc(Cl)c12 | 10%
C#CCNC(=O)C[C@H]1C(=O)N(Cc2ccc(OC)cc2)C2=CCCCC[C@@]21C(=O)OC | -1%
COC(=O)[C@]12C[C@H](CC(=O)NCCc3ccccc3OC)C(=O)N(CCc3ccc(OC)c(OC)c3)C1=C[C@H](C(C)C)O[C@@H]2C1CC1 | ?
C=C1[C@@H]2CC[C@H]3[C@]4(C)[C@@H](O)CC[C@@](C)(C(=O)OC)[C@H]4C[C@H](O)[C@]3(C2)[C@H]1O | -11%
COC(=O)[C@]12C[C@H](CC(=O)NCCCN3CCCC3=O)C(=O)N(Cc3ccco3)C1=C[C@H](C1CCCC1)O[C@@H]2C | 8%
C=CCNC1CCC12CCC(c1ccccc1)CC2 (stereo not drawn) | -9%
Cn1c(COc2ccccc2)nnc1SCC(=O)Nc1ccc(S(=O)(=O)Nc2nccs2)cc1 | 27%
N#Cc1cccc(Cn2ccc3ccc(-c4ccc5ccn(Cc6ccccc6)c5c4)cc32)c1 | 42%
Cc1ccc(NC(=O)c2cccc3c2-c2ccccc2C3=O)c(C)c1 | 40%
CC(C)C[C@H](NC1(C(=O)NC2CCCCC2)CCN(C(=O)OC(C)(C)C)CC1)C(=O)NCCc1c[nH]c2ccccc12 | ?
CC(C)(N[C@@H](Cc1c[nH]c2ccccc12)C(=O)NCCc1c[nH]c2ccccc12)C(=O)NC1CCCCC1 | 22%
CC[C@H](CCCCCC#N)CCC(=O)N(c1ccccc1)c1ccccc1 | 30%
C=CCn1c(Cc2cccs2)nnc1SCC(=O)Nc1ccc(C)cc1 | 8%
CCOC(=O)[C@@]12CCC3=C1N(CCC3)C(=O)[C@H](CC(=O)NCCc1ccccc1OC)C2 | 6%
O=C(CCc1ccccc1)N[C@H]1[C@@H](OC(=O)C2CC2)CCC[C@@]12C(=O)N(Cc1ccccc1)c1ccccc12 | ?
c1ccc(Cn2ccc3ccc(-c4ccc5ccn(Cc6cccc(-c7ccsc7)c6)c5c4)cc32)cc1 | 23%
C=Cc1ccc(C(=O)N2CCC(n3nnc4ncccc43)CC2)cc1 | -13%
CN=C1S/C(=C/c2cc(C)n(Cc3ccccc3)c2C)C(=O)N1C | 37%
CC(C)n1nnnc1C1(C)CN(S(C)(=O)=O)CC(=O)N1Cc1cccc(C(F)(F)F)c1 (stereo not drawn) | 15%
COc1ccc(Cn2cc(COC(=O)NCCc3c[nH]c4ccccc34)nn2)cc1 | 18%
CC(C)(C)OC(=O)NCc1cc(F)ccc1/C=C/S(=O)(=O)NCc1ccc(F)cc1 | -1%
CCC[C@H]1[C@@H](NCc2cccs2)CC[C@@]23CCCN2C(=O)CCC[C@@H]13 | 1%
COc1cccc(C(=O)Nc2ccc(C(=O)NCC3COc4ccccc4O3)cc2)c1 (stereo not drawn) | -6%
COc1ccc(/C=C2\CC3(OC(=O)c4ccccc4)CCCN2C3)cc1 (stereo not drawn) | 0%

# Three compounds out of the list, arranged by formula weight, descending.
smiles | FUS suppressor
O=C(CCc1ccccc1)N[C@H]1[C@@H](OC(=O)C2CC2)CCC[C@@]12C(=O)N(Cc1ccccc1)c1ccccc12 | ?
CC(C)n1nnnc1C1(C)CN(S(C)(=O)=O)CC(=O)N1Cc1cccc(C(F)(F)F)c1 (stereo not drawn) | 15%
COc1ccc(/C=C2\CC3(OC(=O)c4ccccc4)CCCN2C3)cc1 (stereo not drawn) | 0%

# The results go on:
smiles | FUS suppressor
O=C(N[C@H]1C[C@@H]2O[C@H](CO)CC[C@@H]2O[C@@H]1CCc1ccc(-c2cccnc2)cc1)c1cccc(F)c1 | 8%
Cn1cc(C2(c3c[nH]c4ccccc34)CCN(C(=O)OC(C)(C)C)CC2)c2ccccc21 | 38%
CC(C)(C)OC(=O)n1ccc2ccc(-c3ccc4cc[nH]c4c3)cc21 | 14%
O=C(CSc1nnc(COc2ccccc2)n1-c1ccccc1)Nc1ccc2c(c1)OCO2 | 14%
CS(=O)(=O)N1CCC[C@]2(CC[C@@H](CCC#N)O2)C1 | -20%
COC(=O)C[C@@H]1CC[C@@H]2[C@@H](COc3ccc(NC(=O)Nc4ccccc4)cc3C(=O)N2C)O1 | 7%
COC(=O)[C@]12C[C@H](CC(=O)NCCCCc3ccccc3)C(=O)N(Cc3cccc4ccccc34)C1=C[C@H](C(C)(C)C)O[C@@H]2C | ?
COc1ccc(N2CCN(CCCNC(=O)CCc3cccc(F)c3)CC2)cc1 | -1%
CN1CCCN(S(=O)(=O)c2ccc3c(c2)CCC(=O)N3)CC1 | -14%
CCOC(=O)[C@]12CCCC3=C1N(CCC3)C(=O)[C@@H](CC(=O)NCc1ccc(C)o1)C2 | -8%
O=C(Cn1nnc(-c2ccccc2F)n1)Nc1ccc(Cl)c(Cl)c1 | 4%
O=C(CSc1nnc(-c2cccs2)n1Cc1ccco1)Nc1ccc(OCc2ccccc2)cc1 | ?
O=S(=O)(c1cc2ccccc2s1)n1c(CN2CCOCC2)nc2ccccc21 | 13%
O=C(NCCc1cccc(F)c1)c1cc2ccccn2n1 | -14%
Cc1ccc2nc(-c3ccc(NC(=O)CSc4nnc(-c5cc(C)[nH]n5)n4N)cc3)sc2c1 | 24%
COC(=O)[C@]12C[C@H](CC(=O)N3CCN(C(=O)c4ccco4)CC3)C(=O)N(Cc3ccc(Cl)cc3Cl)C1=C[C@H](COCc1ccccc1)O[C@@H]2C | ?
NC(=O)C1CCN(c2nc(-c3ccc(N)cc3)cs2)CC1 | 6%
C[C@H]1[C@@H](O)CC[C@@]23CCCN2C(=O)CCC[C@@H]13 | -11%
Cc1ccc(NC(=O)CSc2nnc(-c3cc(-c4ccc(Cl)cc4)n[nH]3)n2N)cc1 | 45%
CC1=CC(=O)C(C2CCCCC2)=C/C1=N\OS(=O)(=O)c1ccccc1 | -9%
COCCCNC(=O)c1ccc(Cn2c(=O)c3ccccc3n(Cc3ccc(Br)cc3)c2=O)cc1 | -10%
O=C(NC1CCCCN(Cc2cccc(Cl)c2)C1=O)c1ccc(F)cc1 (stereo not drawn) | 5%
CN1C(=O)c2cc(NC(=O)Cc3cccs3)ccc2OC[C@@H]2O[C@@H](CC(=O)N[C@H]3CCN(Cc4ccccc4)C3)CC[C@@H]21 | -2%
O=C(OCCN1CCN(C2CN(Cc3cn(Cc4ccccc4Cl)nn3)S(=O)(=O)C2)CC1)c1cc2ccccc2o1 (stereo not drawn) | -4%
CCOc1cccc(-c2nnc(SCC(=O)Nc3ccc4c(c3)OCO4)n2N)c1 | 21%
O=C(OC12CCCN(C1)/C(=C/c1ccccc1)C2)c1ccccc1 (stereo not drawn) | -4%
CC(=O)N1CCc2cc(Br)c(S(=O)(=O)NCc3ccc(Cl)cc3)cc21 | 25%
CCCC[C@H]1C2CC(OC(=O)Nc3cccc(C(F)(F)F)c3)C(C2)[C@H]2CCCCN21 (stereo partly drawn) | 6%
O=C(CSc1nnc(-c2ccccc2)n1-c1ccc(Cl)cc1)NN=Cc1c[nH]c2ccccc12 | ?
CCCCCCCCN1C(=O)[C@@H](CC(=O)NCc2cccs2)C[C@@]2(C(=O)OC)C1=C[C@H](COCc1ccccc1)O[C@@H]2C | 44%
Fc1cccc(F)c1Cn1ccc2ccc(-c3ccc4ccn(Cc5c(F)cccc5F)c4c3)cc21 | -12%
C[C@H]1[C@@H](NC(=O)c2cccc(N(C)C)c2)CC[C@@]23CCCN2C(=O)CCC[C@@H]13 | -3%
C=CCn1c(SCc2ccc(C#N)cc2)nnc1-c1ccco1 | 30%
Cc1ccc(C=NNC(=O)CSc2nc3sc4c(c3c(=O)n2-c2ccccc2)CCCC4)s1 | 9%
CC(=O)C1(C(=O)NC2CCCC2)CC(c2ccccn2)=NO1 (stereo not drawn) | -17%
CCc1nnn2c1Cn1c3ccccc3c(=O)n1[C@@H](C)C2 | -15%
COc1ccc2c(c1)N[C@@](CCN1C(=O)c3ccccc3C1=O)(c1[nH]c3ccccc3c1CCN1C(=O)c3ccccc3C1=O)C2=O | ?
Cc1ccc(-c2nc3ncccn3c2NC(=O)c2ccc(F)cc2)cc1 | -4%
O=C(Cc1ccccc1Cl)NCCN1C(=O)C2C3C=CC(C3)C2C1=O (stereo not drawn) | -10%
Cn1c(SCC(=O)NCCN2CCCCC2)nc2cccnc21 | -11%
COC(=O)[C@]12C[C@H](CC(=O)N3CCCCC3)C(=O)N(CCC3=CCCCC3)C1=C[C@H](C(C)C)O[C@@H]2C1CC1 | 44%
C/C(=N/NC(=O)CSc1nnc(-c2ccccc2)n1-c1ccc(Cl)cc1)c1cccc(O)c1 | 19%
O=C(CCn1nnc2ccccc21)N1CCN(Cc2ccc3c(c2)OCO3)CC1 | -2%

# This is a subset. The share of hits here may be higher or lower than overall.
